Growth percent in the NCI-60 one-dose screen (48 h, 10 µM unless noted): 100 = growth as untreated, 0 = no growth, -100 = all killed.
HS 578T: HS 578T breast cancer. 78,000 compounds, 4.1% hits. AID 1794788
T-47D: T-47D breast cancer; 79,000 compounds, 5% hits; AID 1794792
UACC-62: UACC-62 melanoma | 81,000 compounds, 5.4% hits | AID 1794756
MALME-3M: MALME-3M melanoma; 78,000 compounds, 5.8% hits; AID 1794766
MCF7: MCF7 breast cancer. 82,000 compounds, 6.3% hits
LOX IMVI: LOX IMVI melanoma. 79,000 compounds, 7.4% hits. AID 1794757
BT-549: BT-549 breast cancer. 78,000 compounds, 4.4% hits. AID 1794793
UACC-257: UACC-257 melanoma. 78,000 compounds, 4.4% hits. AID 1794764
* hit, by the source's call; · = not tested or not shown; & = joins results of further samples. How the source made its calls: active means growth percent below 10; inactive means the rest. This is a random part of the collection; overall some 11% were active at least once.

SMILES	HS 578T	T-47D	UACC-62	MALME-3M	MCF7	LOX IMVI	BT-549	UACC-257
CCOC(=O)C1=C(c2ccccc2)N=c2s/c(=C\c3cc(C)n(-c4ccc(F)cc4)c3C)c(=O)n2C1c1cccc(OC)c1OC (stereo unspecified)	108	101	106	114	100	104	96	102
O=C(CSc1nc2ccccc2c(=O)n1CCc1ccccc1)c1ccc(F)cc1	75	82	93	·	91	·	126	103
Cn1cc(-c2cc(N)n3nc(-c4c[nH]c5ccccc45)cc3n2)c2cc(Br)cnc21	-18*	-56*	-95*	-84*	·	-94*	-88*	-79*
CN(c1ccc(C(=O)NCCSCc2ccco2)cc1)S(C)(=O)=O	107	94	106	119	98	97	103	100
CCN(CC)CC(=O)Nc1cc(Cl)ccc1C	101	93	102	103	102	98	107	96
COc1ccc(/C=C/C(=O)c2ccc(NC(=O)c3cc4cc5cc(C)ccc5nc4s3)cc2)cc1OC	99	101	106	88	98	102	111	102
COC(OC)/C(=N\NC(N)=O)c1ccccc1	115	112	103	110	99	100	93	134
CC/C(Cc1ccccc1)=C(/c1ccc(O)cc1)c1ccc(OCCN2CCCCCC2)cc1	106	69	96	103	58	99	101	91
CCNC(=S)Nc1ccc(-n2c(=O)c3ccccc3c3ccccc3c2=O)cc1	102	104	98	·	102	·	104	112
O=C(c1ccccc1)N(c1ccccc1)c1ccccc1O	104	90	88	103	89	102	100	93
CCOC(=Nc1ccc(OCC)cc1)SC(c1ccccc1)(c1ccccc1)c1ccccc1	112	81	95	95	100	102	110	124
O=S(=O)(Nc1cccnc1)c1cccnc1	127	96	107	101	96	95	102	99
CC1CCCC(C)N1C(=O)c1ccccc1 (stereo unspecified)	105	107	103	114	108	106	106	·
c1ccc(Nc2ncc(Cc3cccc4ccccc34)s2)cc1	92	68	71	94	96	87	99	90
COc1ccc(C2=Nn3c(nnc3-c3ccc(Cl)cc3N)SC2)cc1	113	88	87	104	90	90	·	95
N#CC1=C(/N=C/c2ccccc2)Oc2c(ccc3ccccc23)C1c1ccc([N+](=O)[O-])cc1 (stereo unspecified)	92	76	87	97	78	90	103	97
COc1cc([N+](=O)[O-])ccc1NC(=O)N(C)Cc1ccccc1	99	101	87	113	119	112	104	102
CCOC(=O)NC(=S)c1ccc[nH]1	100	109	96	105	101	79	108	104
Nc1ccc(S(=O)(=O)N(CCO)CCO)cc1[N+](=O)[O-]	117	·	87	99	99	104	111	108
CCC/C(=C\c1ccc(O)c(O)c1)C(=O)NC(Cc1ccccc1)C(=O)C(=O)NCc1ccccc1 (stereo unspecified)	85	85	89	98	83	76	94	98
O=C(CCSCCC(=O)N/N=C/c1ccccc1)N/N=C\c1ccccc1	101	103	94	130	105	92	105	92
CC1=C(C(=O)n2c3ccccc3c3ccccc32)C(c2ccc(O)cc2)C(C(=O)n2c3ccccc3c3ccccc32)=C(C)N1	102	84	88	84	96	86	90	96
NNC(=O)CSc1nc2ccccc2c(=O)n1CCc1ccc(S(N)(=O)=O)cc1	97	75	98	98	94	103	104	117
CC(C)(C)N1CC(O)C1	106	106	97	103	98	101	112	93
Cc1cc(-c2ccc(N=Nc3c(C)nn(-c4ccc(S(=O)(=O)O)cc4)c3O)c(C)c2)ccc1N=Nc1ccc(O)c(C(=O)O)c1	92	100	91	111	94	95	99	101

Given bar-delimited: part of the list above.
SMILES | HS 578T | T-47D | UACC-62 | MALME-3M | MCF7 | LOX IMVI | BT-549 | UACC-257
COC(OC)/C(=N\NC(N)=O)c1ccccc1 | 115 | 112 | 103 | 110 | 99 | 100 | 93 | 134
CC/C(Cc1ccccc1)=C(/c1ccc(O)cc1)c1ccc(OCCN2CCCCCC2)cc1 | 106 | 69 | 96 | 103 | 58 | 99 | 101 | 91
CCNC(=S)Nc1ccc(-n2c(=O)c3ccccc3c3ccccc3c2=O)cc1 | 102 | 104 | 98 | · | 102 | · | 104 | 112
O=C(c1ccccc1)N(c1ccccc1)c1ccccc1O | 104 | 90 | 88 | 103 | 89 | 102 | 100 | 93

Record cards, from the list above.
CC(C)(C)N1CC(O)C1 as listed: HS 578T = 106; T-47D = 106; UACC-62 = 97; MALME-3M = 103; MCF7 = 98; LOX IMVI = 101; BT-549 = 112; UACC-257 = 93
CCOC(=Nc1ccc(OCC)cc1)SC(c1ccccc1)(c1ccccc1)c1ccccc1 as listed: HS 578T = 112; T-47D = 81; UACC-62 = 95; MALME-3M = 95; MCF7 = 100; LOX IMVI = 102; BT-549 = 110; UACC-257 = 124

Next part.
SMILES	HS 578T	T-47D	UACC-62	MALME-3M	MCF7	LOX IMVI	BT-549	UACC-257
N=C1SC2C(=NC(=S)NC2c2ccc(O)cc2)N1c1nccs1 (stereo unspecified)	101	95	94	89	94	90	108	96
Brc1ccc(/C=N/Nc2nnc(-c3ccncc3)o2)cc1	113	86	100	110	95	102	100	114
COc1ccc(-c2nnc(/N=C3/C(=O)Nc4ccccc43)o2)cc1	119	89	96	94	81	·	100	110
O=C(CCSCCC(=O)N/N=C/c1ccccc1O)N/N=C\c1ccccc1O	·	87	97	116	99	89	104	105
CCOC(=O)CC(C)(C)C1CC1	·	93	104	98	102	102	100	92
CC(C)c1cccc(C(C)C)c1NC(=O)OC1CCCCC1C (stereo unspecified)	92&101	86&96	83&76	97&92	91&98	·	88&112	91&99
CCN(CC)c1cccc(O)c1	103&107	110&89	101&86	96&102	109&82	109&85	112&100	97&112
O=C(/C=C/c1ccccc1)c1cccc(N=Cc2ccccc2O)c1	109	86	97	100	46	89	79	85
COc1ccc(-n2c(Cn3nc(C)cc3-c3ccc(Cl)cc3)nnc2SCC(=O)Nc2ccc(S(N)(=O)=O)cc2)cc1	94	87	74	109	75	89	124	102
COc1cccc(/C=C2\Oc3cc(OC)ccc3C2=O)c1	·	96	91	105	102	104	109	112
CC(=O)Nc1ccc(NC(=O)Nc2cccc(-c3nc(-c4ccc(NC(=O)c5cccs5)cc4Cl)no3)c2)cc1C(F)(F)F	-28*	-59*	-82*	-84*	-58*	-88*	-27*	-58*
CCN1CC2=C(Nc3nc(SC)[nH]c(=O)c3C2c2ccc(OC)cc2)/C(=C/c2ccc(OC)cc2)C1 (stereo unspecified)	96	85	124	109	80	89	111	97
O=C(NNc1ncnc2ccccc12)Nc1ccc(Cl)cc1	101	89	93	97	86	115	120	108
COc1cc(CNC(=O)/C=C/c2ccc3c(c2)OCO3)ccc1O	93	91	88	99	90	98	115	95
COc1cc2oc(-c3cccc(NC(=O)[C@@H](N)C(C)C)c3)cc(=O)c2c(OC)c1OC	112	87	91	110	93	94	104	108
O=C(NN=C1CCCC1)c1ccc([N+](=O)[O-])cc1	98	·	·	90	99	106	·	97
O=C1C(c2cccc3ccccc23)=C(c2c[nH]c3ccccc23)C(=O)N1CCN1CCOCC1	104	94	86	99	105	83	111	102
CCCCC(S(C)(=O)=O)S(C)(=O)=O	·	98	104	106	94	100	100	101
O=C1c2ccccc2C(=O)N1CNCCCNCN1C(=O)c2ccccc2C1=O	105	101	107	111	93	105	111	102
CCC(C)[C@@H]1N[C@@]2(C(=O)Nc3ccccc32)[C@@H](c2ccc(F)cc2)[C@@H]1C(=O)c1ccc(O)cc1 (stereo partly specified)	83	77	59	91	82	99	85	95
CC1CC(C#N)C(=O)O1 (stereo unspecified)	95	94	96	110	97	98	102	99
Nc1nnnn1-c1cccc([N+](=O)[O-])c1	99	110	89	·	103	97	101	95
O=C(O)C(CCc1ccccc1)NCc1ccccc1 (stereo unspecified)	99	96	95	90	95	92	47	99
c1ccc(Nc2nnc(-c3cc(-c4cccnc4)n(-c4ccccc4)n3)o2)cc1	107	73	101	95	102	102	99	107
CC1=CC(=O)/C(=C/N2C(=O)CNC2=S)C(=O)O1	104	88	100	104	100	93	106	108

4 compounds picked at random from those above:
SMILES	HS 578T	T-47D	UACC-62	MALME-3M	MCF7	LOX IMVI	BT-549	UACC-257
c1ccc(Nc2nnc(-c3cc(-c4cccnc4)n(-c4ccccc4)n3)o2)cc1	107	73	101	95	102	102	99	107
O=C(CCSCCC(=O)N/N=C/c1ccccc1O)N/N=C\c1ccccc1O	·	87	97	116	99	89	104	105
CC(C)c1cccc(C(C)C)c1NC(=O)OC1CCCCC1C (stereo unspecified)	92&101	86&96	83&76	97&92	91&98	·	88&112	91&99
COc1cc(CNC(=O)/C=C/c2ccc3c(c2)OCO3)ccc1O	93	91	88	99	90	98	115	95

Continuation.
SMILES	HS 578T	T-47D	UACC-62	MALME-3M	MCF7	LOX IMVI	BT-549	UACC-257
Cc1cc(=O)n(C)c(SCC(=O)Nc2ccc(Br)cc2)n1	90	80	86	101	102	92	102	79
OCCOc1ccccc1-c1ccccc1	107	101	99	98	103	95	103	103
Clc1ccc(-c2nc(-c3cccs3)no2)cc1	100	57	88	111	34	95	102	86
O=C(Cn1c(/C=C/c2cccc([N+](=O)[O-])c2)nc2ccccc2c1=O)Nc1ccc(Cl)cc1	108	81	89	93	·	98	95	98
CCN(CC)Cc1c(O)ccc2c(=O)c(-c3ccc(OC)c(OC)c3)coc12	152	101	108	106	102	105	107	·
CCOC(=O)c1ccc(/C=C/c2ccccc2)cc1	97	86	65	70	96	96	95	95
COc1ccc(-c2nc(SCC(C)C)nc(N/N=C\c3ccc([N+](=O)[O-])cc3)c2C#N)cc1	108	96	85	114	90	97	104	110
O=C(Nc1ccccc1)C1CN(Cc2ccco2)CCS1 (stereo unspecified)	95	86	87	99	86	97	91	89
OC(CNC1CCCCC1)Cn1c2ccc(I)cc2c2cc(I)ccc21 (stereo unspecified)	80	81	65	69	70	77	86	85
CCOC(=O)c1cc2ccccc2oc1=O	103	91	89	106	91	103	94	·
CCN(CC)c1nc(NNC(=O)c2ccccc2)nc(N(CC)CC)n1	112	93	107	111	95	99	91	106
O=C1NC(Cc2ccccc2)C(=O)O1 (stereo unspecified)	104	101	104	108	101	100	100	95
COc1ccc2cc(-c3ccc(C(=O)N/N=C/c4ccc(OCc5ccccc5)cc4)c(C)n3)ccc2c1	92	105	86	103	69	79	104	112
O=[N+]([O-])c1ccc(S(=O)(=O)c2ccccc2)cc1	102	96	100	103	90	90	96	102
CSc1nccc(C2=CNN=C(N)S2)n1	141	82	93	129	106	99	127	106
c1cnc2[nH]cc(-c3nc(-c4ccsc4)cs3)c2c1	87	66	96	121	58	96	96	·
O=C(CC1CCCC(CC(=O)c2ccccc2)N1CCc1ccccc1)c1ccccc1 (stereo unspecified)	·	31	61	87	52	84	91	71
C(=C(\C1=NCCN1)n1cnc2ccccc21)/c1ccc2ccccc2c1	58	57	77	79	30	72	49	82
CC(C)N1CC(C)(C)NC1=S	110	103	103	97	97	94	112	·
CC12CCC(CC1)C2(C)C	126	107	95	98	102	101	113	110
CC(Oc1ccc(Cl)cc1Cl)C(=O)NC(Cc1ccccc1)C(=O)O (stereo unspecified)	109	100	95	132	102	96	103	94
CCCCC1(O)CCCC1	95	99	101	87	115	102	93	·
Clc1ccc2c(c1)C(c1c[nH]c3ccccc13)(c1c[nH]c3ccccc13)CCO2	77	-3.6*	57	106	103	79	77	38
CC(C)NC(=O)c1ccc(CONC(=O)OCc2ccccc2)cc1	98	80	108	110	97	99	96	96
Cc1ccc2ccc3ccccc3c2c1	111	91	109	103	99	104	102	102

More structures follow.
SMILES	HS 578T	T-47D	UACC-62	MALME-3M	MCF7	LOX IMVI	BT-549	UACC-257
O=C(NC(CO)C(O)c1ccc([N+](=O)[O-])cc1)C(Cl)Cl (stereo unspecified)	93	95	94	107	92	104	111	·
O=C(CSc1nnc2n3c(nn12)SCC(c1ccccc1)=N3)c1ccc(C(F)(F)F)cc1	102	109	97	98	90	101	108	110
O=c1[nH][nH]c(Nc2ccccc2)c1N=Nc1ccccc1	83	59	102	106	26	118	95	127
COc1cc(OC)cc(-c2n/c(=C\c3c(O)[nH]c4ccc(Cl)cc34)cc3c2=Nc2ccccc2-3)c1	90	85	104	·	24	19	97	108
O=[N+]([O-])c1ccc(OCCCCOc2ccccc2)cc1	105	96	88	139	94	104	117	109
Nc1nc(-c2ccc(Br)cc2)cc(-c2cnn(-c3ccccc3)n2)n1	85	91	80	97	63	87	106	84
CCOC(=O)c1cc2c(n1Cc1cc(OC)c(OC)c(OC)c1)-c1oncc1CCC2	18	74	25	44	7.5*	27	32	71
Cc1cccc(N=Nc2sc(-n3[nH]c(=O)ccc3=O)nc2C)c1	100	97	96	104	95	100	99	109
CC[C@@H](C)[C@H](NC(=O)Cn1cc(CNC(=O)[C@@H](NC(=O)OCc2ccccc2)C(C)C)nn1)C(=O)OC	108	105	101	108	103	104	115	110
COc1ccc(C2CC(=O)Nc3c(-c4cccc(Cl)c4)nsc32)cc1OC (stereo unspecified)	75	73	66	91	99	94	79	·
Cc1cc(=O)oc2cc(OCC(O)CNN3C(=O)c4cccc5c(N6CCOCC6)ccc(c45)C3=O)ccc12 (stereo unspecified)	96	103	91	99	92	93	100	104
COc1cccc(/C=N/NC(=O)N/N=C/c2cccc(OC)c2O)c1O	58	80	63	107	75	62	82	88
O=C1NS(=O)(=O)c2ccccc21	90&110&102	97&99&103	89&104&93	83&118&95	102&100&99	100&112&91	89&103&107	101&109&103
O=S(=O)(Nc1nc2ccccc2[nH]1)c1ccc(F)cc1	83	80	93	96	88	92	94	89
CC(=O)Oc1csc(N(C(C)=O)c2cccc(Br)c2)n1	111	80	91	85	84	87	78	93
Cc1onc2c(-c3ccccc3)n[nH]c(=O)c12	127	83	95	81	90	104	68	122
CCCCCCCCC(=O)N1CCCC1	·	105	105	106	105	99	109	92
Oc1[nH]c2ccccc2c1/C=c1/cc2c(c(-c3ccc(C(F)(F)F)cc3)n1)=Nc1ccccc1-2	75	38	77	·	11	61	83	82
CCOC(=O)c1cc2c([nH]1)-c1nc(N)sc1CCC2	80	80	93	98	75	82	74	90
CN1CCc2nc3sc(C(=O)c4ccccc4)c(N)c3cc2C1	101	78	91	87	90	99	82	95
